hgDAF12 agonist: hgDAF-12 agonism, primary luciferase screen; HEK293 GAL4-hgDAF12 UAS-luciferase reporter, agonist luminescence; normalized to butyrate control; activation, % at 6.8 µM; 370,000 compounds, 1.8% hits; AID 687014;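 active means activation above a cutoff set at the mean of all screened compounds plus 3 SD, cut at about 10% in these data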;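 further: 0% = DMSO wells and 100% = sodium butyrate wells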
DAX1 inh-1: inhibits human nuclear receptor DAX1; AID 504766; HEK293 Gal4-DAX1 luciferase reporter, luminescence; 340,000 compounds, 0.99% hits; inhibition, % at 6.75 µM; P51843;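 active means inhibition above the mean over all tested compounds plus 3 SD, cut at about 4.2% in these data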;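 further: 0% = DAX1-transfected cells with DMSO and 100% = empty-vector control cells with DMSO; inhibition shows as a rise in luminescence from relieved DAX1 repression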
PLCg1 inh: PLC-gamma1 (human) inhibition, primary screen | purified PLC-gamma1, fluorogenic substrate, fluorescence | inhibition, % at 12.2 µM | 370,000 compounds, 0.84% hits | AID 720700; in the data active means inhibition above about 9.5%
Target sequence (P19174 whole entry, looked up): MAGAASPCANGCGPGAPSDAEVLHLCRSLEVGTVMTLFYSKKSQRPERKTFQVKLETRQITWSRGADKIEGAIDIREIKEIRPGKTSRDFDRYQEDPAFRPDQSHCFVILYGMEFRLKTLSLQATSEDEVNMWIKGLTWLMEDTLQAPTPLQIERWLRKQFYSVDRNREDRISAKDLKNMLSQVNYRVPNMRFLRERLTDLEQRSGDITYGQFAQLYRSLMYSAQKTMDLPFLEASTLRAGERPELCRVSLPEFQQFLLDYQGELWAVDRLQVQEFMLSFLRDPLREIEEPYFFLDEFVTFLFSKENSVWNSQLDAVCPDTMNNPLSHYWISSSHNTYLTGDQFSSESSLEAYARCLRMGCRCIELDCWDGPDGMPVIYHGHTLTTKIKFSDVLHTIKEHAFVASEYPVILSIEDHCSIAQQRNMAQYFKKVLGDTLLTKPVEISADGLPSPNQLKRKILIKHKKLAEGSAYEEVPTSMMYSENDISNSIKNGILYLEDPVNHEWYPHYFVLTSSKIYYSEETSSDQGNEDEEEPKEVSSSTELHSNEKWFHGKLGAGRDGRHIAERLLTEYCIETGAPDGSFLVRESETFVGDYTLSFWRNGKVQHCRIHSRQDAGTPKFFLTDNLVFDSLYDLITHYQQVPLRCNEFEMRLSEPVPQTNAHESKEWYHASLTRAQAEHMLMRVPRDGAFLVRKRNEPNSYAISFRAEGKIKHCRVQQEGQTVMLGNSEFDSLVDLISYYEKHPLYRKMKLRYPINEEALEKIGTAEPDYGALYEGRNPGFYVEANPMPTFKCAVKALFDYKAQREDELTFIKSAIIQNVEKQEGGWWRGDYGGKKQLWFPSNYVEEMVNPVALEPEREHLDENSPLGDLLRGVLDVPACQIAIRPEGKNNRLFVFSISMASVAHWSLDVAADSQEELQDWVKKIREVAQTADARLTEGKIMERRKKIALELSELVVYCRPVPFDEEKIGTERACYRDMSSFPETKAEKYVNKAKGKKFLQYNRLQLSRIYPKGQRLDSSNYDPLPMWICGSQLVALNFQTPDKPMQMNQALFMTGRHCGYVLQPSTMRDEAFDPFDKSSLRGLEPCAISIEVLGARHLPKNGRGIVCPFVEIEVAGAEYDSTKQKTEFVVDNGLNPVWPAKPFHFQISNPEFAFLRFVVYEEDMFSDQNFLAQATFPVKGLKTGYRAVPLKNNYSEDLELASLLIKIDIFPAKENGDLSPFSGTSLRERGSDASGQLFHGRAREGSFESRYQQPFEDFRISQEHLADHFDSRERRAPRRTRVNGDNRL
SMARCA2 act: SMARCA2 function activation, primary screen; MG213 cells, MMTV-luciferase reporter, dexamethasone, overnight; 370,000 compounds, 1% hits; activation, % at 9.1 µM; in the data active means activation above about 7.8%;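 further: 0% = vehicle wells and 100% = reference activator wells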
ADAM17 inh: inhibits human ADAM17; P78536; recombinant ADAM17, EDANS/DABCYL FRET peptide cleavage; inhibition, % at 6.95 µM; 370,000 compounds, 0.83% hits;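 active means inhibition above the mean of compounds lying between control limits plus 3 SD, set per campaign, cut at about 8.5% in these data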;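 further: 0% = DMSO-only wells as the low control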
MBD2 inh: MBD2-methylated oligo binding inhibition; Q9UBB5; TR-FRET, MBD2 binding to methylated oligonucleotide; inhibition, % at 4.4 µM; 370,000 compounds, 0.31% hits; in the data active means inhibition above about 13%
ssDAF-12 act: S. stercoralis DAF-12 activation, primary screen; HEK293 ssDAF-12/GRIP1 lit1-tk-luc reporter, luminescence; % of 3 µM dafachronic acid response; activation, % at 6.8 µM; 370,000 compounds, 1% hits; AID 652126;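 active means activation above the mean over all tested compounds plus 3 SD, cut at about 0.9% in these data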;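 further: 0% = DMSO-only wells and 100% = 3 µM delta7-dafachronic acid wells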
DAX1 inh-2: DAX1 (NR0B1) inhibition, primary screen; 370,000 compounds, 1.1% hits; HEK293T StAR-luciferase reporter, SF-1/DAX-1 repression relief; AID 652010; inhibition, % at 6.8 µM;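 active means inhibition above the mean over all tested compounds plus 3 SD, cut at about 3.6% in these data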;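 further: 0% = DAX-1 cells with DMSO and 100% = cells lacking DAX-1 with DMSO; higher inhibition means more luminescence from relief of DAX-1 repression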
hcDAF-12 act: activates DAF-12 receptor from parasite H. contortus. HEK293 hcDAF-12 lit1-tk-luc reporter, luminescence; 0% DMSO, 100% Δ7-dafachronic acid. activation, % at 6.8 µM. 370,000 compounds, 1.4% hits. AID 652067;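 active means activation above the mean of all tested compounds plus 3 SD, cut at about 5.5% in these data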;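 further: 100% = response to 3 µM Δ7-dafachronic acid high control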
Rev-erbA mod: modulators of human Rev-erb alpha DNA binding; activity, % at 10 µM; 370,000 compounds, 0.79% hits; P20393; Rev-erbα–FITC-DNA binding, fluorescence polarization, 90 min;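 active means activity above about 14%, limit read from the data; passing the limit was not always enough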;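 further: 0% = DMSO wells with 35 nM protein and 100% = DMSO wells with 750 nM protein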
PLC-beta3 inh: inhibitors of human phospholipase C beta3; Q01970; Purified PLC-beta3, fluorogenic substrate, fluorescence; inhibition, % at 12.2 µM; 370,000 compounds, 0.18% hits; in the data active means inhibition above about 11%;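 further: 0% = median of compound wells on plate and 100% = full blocker control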
Active calls of the source: *; · = no result given.

SMILES | hgDAF12 agonist | DAX1 inh-1 | PLCg1 inh | SMARCA2 act | ADAM17 inh | MBD2 inh | ssDAF-12 act | DAX1 inh-2 | hcDAF-12 act | Rev-erbA mod | PLC-beta3 inh
O=C(CCNC(=O)c1ccc(Br)cc1)OCc1ccccc1Cl | 6.0 | 0.8 | -4 | 1 | -1 | -1 | -0.1 | 0.1 | -0.4 | 1 | -3
CC1CCCC(C)N1C(=O)COC(=O)c1ccc(S(=O)(=O)N(C)c2ccccc2)cc1 (centres undefined) | 0.1 | -0.5 | 1 | -3 | -6 | 3 | -0.5 | -0.2 | 0.1 | 3 | -2
N#C/C(=C\c1cccc(O)c1)C(=O)N1CCCCC1 | 0.7 | 1.8 | -3 | 1 | -3 | 5 | -0.9 | 0.3 | -1.4 | 5 | -7
Nn1c(COc2ccccc2)nnc1SC(F)F | -0.9 | 1.1 | 1 | -6 | -5 | 7 | -0.8 | -0.1 | -1.2 | 0 | -3
CN1CCN(Cc2c(O)ccc3occ(C(=O)c4ccccc4)c23)CC1 | 0.1 | 1.3 | -8 | 2 | -2 | 4 | -0.8 | -0.6 | 0.3 | 1 | -9
O=C(NCC(O)c1ccccc1)c1cccc(S(=O)(=O)N2CCOCC2)c1 (centres undefined) | -0.8 | 2.2 | -3 | 2 | -6 | 2 | -1.0 | -0.2 | 1.7 | -1 | 0
CC(C)n1nc(C(=O)Nc2ccc(-n3cnnn3)cc2)c2ccccc2c1=O | 2.1 | 0.3 | 3 | -6 | -5 | 2 | -0.8 | -0.6 | -3.0 | 0 | 0
CCOC(=O)C1=C(C)N(CCCC(=O)O)C(=O)NC1c1ccccc1 (centres undefined) | 0.8 | 2.7 | -1 | 1 | -1 | 1 | -0.9 | -0.6 | -0.8 | 0 | 0
CC(Cc1ccccc1)C(=O)N1CCN(C)CC1 (centres undefined) | 2.8 | -0.7 | 1 | 0 | -4 | 3 | -0.7 | 0.1 | 0.2 | 0 | 3
O=C(NC1CCC1)C1CCC(=O)N(Cc2cccc(F)c2)C1 (centres undefined) | -1.1 | 0.5 | 10* | -2 | -1 | -1 | -0.9 | -0.7 | -1.2 | 4 | -2
COc1ccccc1CC(=O)NC12CC3CC(CC(C3)C1)C2 | -2.1 | 1.2 | 1 | 3 | 1 | -3 | -1.5 | 0.3 | -3.0 | 9 | -4
Cc1nc2sc3c(O)cc(=O)[nH]c3c2c(C)c1C | 1.1 | -0.7 | -1 | 1 | -6 | 2 | -1.4 | 0.4 | -0.7 | -3 | -4
CCn1c(SCC(N)=O)nnc1C(C)C | -1.6 | -0.8 | 2 | -2 | -2 | -6 | -0.9 | 0.3 | -1.3 | 1 | 5
Cc1ccc(NC(=O)c2cccc(Cl)c2)nc1 | 5.0 | 2.1 | -2 | 4 | -5 | 0 | -0.9 | 0.3 | -0.5 | -1 | -2
N#CC(Cc1ccc(OC(F)F)cc1)c1nc2ccccc2[nH]1 (centres undefined) | 5.8 | 0.4 | -18 | 2 | 0 | -4 | -0.8 | 1.6 | 1.4 | -5 | -20
COc1ccc(S(=O)(=O)NCCN2CCOCC2)c(C)c1C | 0.0 | 0.4 | 0 | -2 | -6 | 10 | -0.4 | 0.1 | -0.9 | 1 | -4
CC(=O)CCC(=O)NCCc1ccccc1F | -1.3 | -0.4 | 3 | 2 | 2 | 1 | -1.2 | -0.9 | 0.8 | 0 | 4
CC(C)(C)NC(=O)CN1C(=O)/C(=C/c2ccccc2)SC1=S | -1.7 | -0.1 | 2 | -8 | -3 | 6 | -0.7 | 0.7 | -1.3 | -7 | -3
O=C(NCc1ccc(Cl)cc1)C1C2C=CC3(CN(Cc4ccccc4)C(=O)C13)O2 (centres undefined) | 1.2 | · | 2 | 6 | 2 | -1 | -1.4 | -1.3 | -1.7 | -2 | 2
O=C(CN1CCN(c2ccccn2)CC1)Nc1ccc(F)cc1 | 0.8 | 1.5 | 2 | 0 | -2 | 1 | -1.2 | -0.2 | -2.0 | -1 | 2
Cc1ccc(C)c(NS(=O)(=O)c2c(C)nn(C)c2C)c1 | -0.2 | 1.7 | 4 | 4 | -1 | -3 | -0.9 | 0.6 | -1.5 | 3 | 2
CNC(=O)Nc1ccc(C2SCCS2)cc1 | 3.3 | 1.7 | -2 | 0 | -3 | 2 | -0.7 | 0.1 | 0.2 | -5 | -4
O=C(C1CCCN(S(=O)(=O)c2cccnc2)C1)N1CCn2c1nc1ccccc12 (centres undefined) | 0.6 | 0.9 | 0 | 0 | 0 | 1 | -0.5 | -0.4 | -1.2 | 0 | 2
CC12CCC(C(=O)N3CCC(Cc4ccccc4)CC3)(C(=O)C1=O)C2(C)C (centres undefined) | 0.8 | -0.2 | 2 | -1 | 3 | 1 | -2.1 | 1.4 | -4.0 | 0 | -1

Profiles from above.
O=C(NCc1ccc(Cl)cc1)C1C2C=CC3(CN(Cc4ccccc4)C(=O)C13)O2 (centres undefined) as listed: hgDAF12 agonist = 1.2; DAX1 inh-1 = ·; PLCg1 inh = 2; SMARCA2 act = 6; ADAM17 inh = 2; MBD2 inh = -1; ssDAF-12 act = -1.4; DAX1 inh-2 = -1.3; hcDAF-12 act = -1.7; Rev-erbA mod = -2; PLC-beta3 inh = 2
O=C(CN1CCN(c2ccccn2)CC1)Nc1ccc(F)cc1 as listed: hgDAF12 agonist = 0.8; DAX1 inh-1 = 1.5; PLCg1 inh = 2; SMARCA2 act = 0; ADAM17 inh = -2; MBD2 inh = 1; ssDAF-12 act = -1.2; DAX1 inh-2 = -0.2; hcDAF-12 act = -2.0; Rev-erbA mod = -1; PLC-beta3 inh = 2

Some of these compounds in order of the SMARCA2 act value, smallest number first:
compound	SMARCA2 act
CC(C)(C)NC(=O)CN1C(=O)/C(=C/c2ccccc2)SC1=S	-8
O=C(C1CCCN(S(=O)(=O)c2cccnc2)C1)N1CCn2c1nc1ccccc12 (centres undefined)	0
CC(=O)CCC(=O)NCCc1ccccc1F	2
Cc1ccc(NC(=O)c2cccc(Cl)c2)nc1	4
O=C(NCc1ccc(Cl)cc1)C1C2C=CC3(CN(Cc4ccccc4)C(=O)C13)O2 (centres undefined)	6

Following part.
SMILES | hgDAF12 agonist | DAX1 inh-1 | PLCg1 inh | SMARCA2 act | ADAM17 inh | MBD2 inh | ssDAF-12 act | DAX1 inh-2 | hcDAF-12 act | Rev-erbA mod | PLC-beta3 inh
N/C(=N\OC(=O)c1cccc(Cn2cc(C(F)(F)F)ccc2=O)c1)c1ccc(Cl)cc1 | 0.5 | · | -5 | -4 | -3 | 0 | -1.4 | 0.4 | -2.0 | 0 | -7
CC(C)[C@H](NC(=O)c1ccccc1)C(=O)OCC(=O)N1CCN(C(=O)c2ccco2)CC1 | 0.9 | 0.8 | 3 | -2 | -1 | 2 | -0.8 | 0.4 | -1.0 | 2 | 1
CN(C)CCCn1c2c(c(SCC(=O)Nc3nccs3)nc1=O)CCC2 | 0.3 | -0.4 | 3 | -2 | 1 | -3 | -1.1 | 0.9 | 1.1 | -8 | -4
C[C@@H]1CN([C@@H](C)CO)C(=O)c2cc(Br)cnc2O[C@@H]1CN(C)C(=O)c1ccc(F)cc1 | -0.5 | · | 0 | -1 | -3 | 11 | -1.0 | 0.7 | -0.8 | 6 | 2
COc1cccc(NC(=O)C2CCN(S(=O)(=O)c3ccccc3)CC2)c1 | 1.6 | 0.1 | 0 | 1 | 3 | 2 | -1.4 | 0.2 | -1.6 | -3 | -4
CCN(CC)S(=O)(=O)c1cccc(NC(=O)c2cncc(Br)c2)c1 | -1.2 | -0.6 | -1 | -3 | -5 | -7 | -1.6 | 0.3 | -0.9 | 1 | -9
CCOc1ccc(NC2=CC(=O)CCC2)cc1 | -2.7 | 0.1 | -14 | -2 | -6 | -4 | -1.2 | -0.4 | -1.0 | 4 | -19
COc1ccc(C)cc1NC(=O)C1CCCCC1C(=O)O (centres undefined) | 2.3 | 0.5 | 2 | 0 | -5 | -1 | -0.5 | 0.1 | 0.4 | -4 | -3
COc1ccc(C2CC(c3ccc4ccccc4c3)=NN2C(=O)CN2CCC(C(N)=O)CC2)cc1 (centres undefined) | 13* | 2.6 | -7 | 4 | -10 | -5 | -1.2 | 3.1 | 2.9 | 16 | -20
CC(C)(C)c1ccc(C(=O)Nn2c(CCC(=O)O)ccc2-c2cccs2)cc1 | -1.5 | 1.7 | -8 | -3 | -4 | 0 | -1.9 | 0.4 | -0.2 | -1 | -6
COC(=O)c1ccc(N2C(=O)C3CC(C)=C(C)CC3C2=O)cc1 (centres undefined) | 2.0 | 1.2 | 0 | -3 | 1 | -3 | -1.0 | -0.5 | 0.7 | -1 | 5
O=C(CN(C(=O)CCC(=O)Nc1ccccn1)c1ccc2c(c1)OCO2)NCc1ccco1 | 1.2 | 0.8 | 2 | 2 | -2 | 0 | -0.8 | -0.3 | -0.7 | 2 | -1
CCn1c(SCC(=O)Nc2cc(C)on2)nnc1-c1ccncc1 | -2.9 | -0.6 | -5 | -3 | -7 | 5 | 0.2 | 0.0 | -0.4 | 3 | -8
O=C(CN1C(=O)NC2(CCCC2)C1=O)NCCc1ccc(F)cc1 | 0.5 | 1.2 | 1 | 0 | -3 | 8 | -0.6 | -2.7 | 1.2 | -2 | 3
O=C1c2cccc3cccc(c23)C(=O)N1CCCc1n[nH]c(=S)n1-c1ccccc1 | -0.9 | 0.3 | 4 | -2 | 0 | -1 | -1.7 | 1.2 | -1.2 | -4 | -4
Nc1ccc(C(=O)Nc2ccc3nc(-c4cccnc4)[nH]c3c2)cc1 | 1.3 | 0.3 | -1 | 0 | -5 | 4 | -0.5 | 0.3 | -2.0 | -3 | -1
Cn1c(N)c(C(=O)CSc2nnc(C3CC3)n2N)c(=O)n(C)c1=O | 2.1 | 0.0 | 1 | 0 | 1 | 6 | -0.6 | -0.3 | -0.3 | -1 | -1
Cn1c(=O)c2cc(S(=O)(=O)NCCC(=O)Nc3ccc(Cl)cc3)ccc2n(C)c1=O | 1.3 | 0.2 | 3 | -2 | 4 | 5 | -1.4 | 0.3 | -1.3 | -3 | 2
Cc1ccc(Cn2c(-c3nonc3N)nc3ccccc32)cc1 | -0.6 | 0.9 | -2 | 1 | 0 | 1 | -1.6 | 0.9 | 1.1 | 0 | -6
CCOC(=O)C1=C(c2ccccc2)NC(SCC(N)=O)=C(C#N)C1c1cccnc1 (centres undefined) | 0.4 | 2.0 | -10 | 0 | -4 | 2 | -1.6 | -0.3 | -0.1 | 0 | -11
CC(OCC(O)CN(C)Cc1nc2ccccc2c(=O)[nH]1)c1ccc(Cl)cc1 (centres undefined) | 0.8 | 0.6 | 0 | -1 | 1 | -7 | -0.6 | -0.3 | -1.1 | 1 | 1
Cc1ccc(S(=O)(=O)N2CCCSCC2)cc1 | 0.9 | -0.7 | 0 | -1 | -2 | 1 | -0.5 | -0.1 | -1.6 | 2 | 0
COC(=O)CSc1nnc(-c2ccc(S(=O)(=O)NCc3cccs3)cc2)o1 | 3.3 | -0.2 | 2 | 1 | 1 | -4 | -0.8 | 0.3 | 3.5 | 8 | 4

High-throughput results: PubChem, several laboratories
